From PubChem
Mac1 fbg enh: CD11b/CD18-fibrinogen binding enhancement. P05107+P11215. K562 CD11b/CD18 adhesion to fibrinogen, ATPlite luminescence. hit rate 0.07% among 93,000. activation, % at 10 µM;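 active = 10 µM primary screen giving 50% or more activity, confirmed by 40% or more on retest at that dose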; also: strong numbers were not always called active
ERb SRC1 inh: ER-beta (human) coactivator binding inhibition | Q92731 | TR-FRET ER-beta LBD / SRC1-Cy5 peptide binding; receptor agonist-loaded with 1 µM estradiol | inhibition, % at 25.6 µM | hit rate 1.3% among 86,000;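 active = compounds whose percent inhibition of the receptor-coactivator binding signal exceeds about 50% in the single-dose screen, limit read from the data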;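 also: 0% = receptor plus peptide wells without compound and 100% = peptide-only wells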
Target sequence (Q92731 whole entry, looked up, the tested form may be a part): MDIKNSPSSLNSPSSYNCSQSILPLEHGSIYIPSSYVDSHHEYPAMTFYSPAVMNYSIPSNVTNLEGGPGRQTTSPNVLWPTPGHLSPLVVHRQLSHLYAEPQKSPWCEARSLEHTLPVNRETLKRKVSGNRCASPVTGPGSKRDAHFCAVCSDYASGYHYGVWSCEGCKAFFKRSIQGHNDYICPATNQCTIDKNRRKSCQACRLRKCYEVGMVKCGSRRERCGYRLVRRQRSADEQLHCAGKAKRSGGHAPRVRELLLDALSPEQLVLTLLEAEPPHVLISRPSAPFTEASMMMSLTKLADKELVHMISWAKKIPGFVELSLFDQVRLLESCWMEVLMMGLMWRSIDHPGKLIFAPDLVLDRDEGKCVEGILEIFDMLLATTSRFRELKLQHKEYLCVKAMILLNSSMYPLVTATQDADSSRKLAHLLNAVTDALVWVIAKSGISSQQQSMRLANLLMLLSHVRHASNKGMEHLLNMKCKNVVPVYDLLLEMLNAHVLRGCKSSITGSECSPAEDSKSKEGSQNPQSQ
FAK inh: inhibitors of human focal adhesion kinase; inhibition, %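 (tested at 7 µM)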; Q05397; biochemical FAK kinase activity assay; AID 727; hit rate 0.84% among 97,000; in the data active = inhibition above about 19%;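 also: 0% = DMSO and 100% = reference compound high control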
ERa SRC1 pot: ER-alpha (human) coactivator binding potentiation. P03372. TR-FRET ERalpha-LBD/SRC-Cy5 coactivator binding, 2 h; 100 = basal binding, no effect. coactivator binding (% of control), % at 25.6 µM. hit rate 1.3% among 86,000. AID 639; in the data active = activity above about 200%;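 also: binding measured in presence of low estradiol as agonist stimulus; 0% = peptide alone without receptor and 100% = receptor with peptide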
ERa coact inh: ER-alpha (human) coactivator binding inhibition; P03372; TR-FRET ER-alpha LBD / SRC-1 peptide, estradiol-bound; inhibition, % at 25.6 µM; hit rate 1.7% among 86,000; in the data active = inhibition above about 50%;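 also: 0% = receptor plus peptide control and 100% = peptide only without receptor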
CD11b adhes inh: CD11b/CD18-fibrinogen binding inhibition; hit rate 0.54% among 93,000; K562 CD11b/CD18 adhesion to fibrinogen, ATPlite luminescence; Mn2+ added to activate the integrin; inhibition, % at 10 µM; AID 1497; P05107+P11215;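 active = primary inhibition of 50% or more at 10 µM, then 40% or more on retest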; also: some results filed as inactive read as strong as hits
PLK1 kinase inh: blocks human PLK1 kinase activity. P53350. inhibition, % at 10 µM. recombinant PLK1 kinase, TR-FRET peptide phosphorylation. hit rate 0.53% among 97,000. AID 619;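 active = inhibition of 50% or more in the single-concentration screen; inactive = inhibition below 50%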;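 also: 0% = DMSO max control and 100% = H-89 dihydrochloride min control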
HIV Rev-RRE inh: disrupts HIV-1 Rev binding to RRE RNA; inhibition, % at 8 µM; Rev peptide-RRE RNA binding, FRET; hit rate 0.79% among 97,000; AID 704;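 active = inhibition above the screen-wide mean plus 3 SD, cut at about 35% in these data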;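 also: 0% = median DMSO wells and 100% = median Neomycin B control wells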
Target sequence (P05866 whole entry, looked up): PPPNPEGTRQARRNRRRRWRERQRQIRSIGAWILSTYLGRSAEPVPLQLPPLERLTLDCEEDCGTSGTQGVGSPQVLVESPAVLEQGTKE
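Material: labelled RRE RNA duplex and labelled Rev peptide / Buffer or medium: HEPES pH 7.5 salt buffer with EDTA / Compound dosing: single point, 8 µM final nominal compound concentration / Benchmarks: DMSO low control, neomycin B high control / Timing: 5 min preincubation and 15 min binding, 25 °C / Technique: FRET fluorescence readout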
PLK1 PBD inh: inhibitors of human Plk1 polo box domain binding; AID 693; Plk1 PBD phosphopeptide binding, fluorescence polarization; hit rate 0.13% among 97,000; P53350; inhibition, %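 (tested at about 20 µM)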; in the data active = inhibition above about 34%, passing the limit was not always enough
Active calls of the source: *; / = no result given; [ ] = another dose, or the depositor's remark.

Start of the data: the first three records, to show the layout:
FAK inh,ERa SRC1 pot,CD11b adhes inh,HIV Rev-RRE inh,PLK1 PBD inh,PLK1 kinase inh,ERa coact inh,Mac1 fbg enh,ERb SRC1 inh,smiles
5,117[fluorescence artefact?],-22,6,-12,-12,5,1,2[fluorescence artefact?],CCOC(=O)CSc1nnc(CNc2ccc(F)cc2)o1
1,94,17,6,4,-6,-12,-6,-13,CCn1c(COc2ccc3c(c2)OCO3)nnc1SCC(=O)c1ccccc1
2,115,-1,3,12,-17,-4,-5,5,Cc1cccc(OCCCC(=O)Nc2ccc(S(=O)(=O)Nc3onc(C)c3C)cc2)c1

Main list, from the start:
FAK inh,ERa SRC1 pot,CD11b adhes inh,HIV Rev-RRE inh,PLK1 PBD inh,PLK1 kinase inh,ERa coact inh,Mac1 fbg enh,ERb SRC1 inh,smiles
5,117[fluorescence artefact?],-22,6,-12,-12,5,1,2[fluorescence artefact?],CCOC(=O)CSc1nnc(CNc2ccc(F)cc2)o1
1,94,17,6,4,-6,-12,-6,-13,CCn1c(COc2ccc3c(c2)OCO3)nnc1SCC(=O)c1ccccc1
2,115,-1,3,12,-17,-4,-5,5,Cc1cccc(OCCCC(=O)Nc2ccc(S(=O)(=O)Nc3onc(C)c3C)cc2)c1
1,115,-3,7,20,-11,-1,2,6,CC(=O)Nc1ccc(NC(=O)C2CC(=O)N(c3cccc(C)c3C)C2)cc1 (stereo not drawn)
-3,/,-7,3,8,-3,/,-3,/,N=c1ccn(CC(=O)NC(N)=O)c2ccccc12
0,109[fluorescence artefact?],-9,1,-14,-10,0,4,4,COCc1cc(C)nc(NCCc2ccccc2)c1C#N
-1,/,0,7,-9,-8,/,-3,/,CSCCC(C(=O)OCC(=O)c1ccc(C)c(C)c1)N1C(=O)c2cc(Cl)c(Cl)cc2C1=O (stereo not drawn)
30*,/,-7,14,8,0,/,2,/,O=C(Nc1ccc(F)cc1)Nc1nnc(-c2ccncc2)s1
1,61,-4,5,-8,-4,6,-5,-5,Cc1ccc(C(=O)Oc2oc(-c3ccco3)nc2C=Nc2ccc(Cl)cc2)cc1
-2,102,2,8,-22,-6,-3,4,-7,Cc1ccccc1NC1c2ccccc2C(=O)N1Cc1ccco1 (stereo not drawn)
3,92,-2,4,-3,-16,-2,-3,4,COC(=O)c1ccc(NC(=O)CCS(=O)(=O)c2ccc(Br)s2)cc1
-1,111,/,8,-13,-12,-5,/,-4,Cc1ccc(NC(=O)N2CCCC2C(=O)Nc2ccc(-n3cnnn3)c(C)c2)cc1 (stereo not drawn)
/,114,0,/,/,/,7,-4,3,CC(C)CCn1nnnc1C(c1ccccc1F)N1CCC(C(N)=O)CC1 (stereo not drawn)
-1,123,-8,0,4,2,-17,-4,-15,O=C(CSc1nnc([C@@H]2CCCN2)o1)c1ccc(Cl)cc1
2,79,20,13,5,3,-13,-6,-1,N#CCc1c(C#N)c(N)nc(N2CCN(c3ccc(F)cc3)CC2)c1C#N
-1,/,1,15,10,-12,/,-2,/,O=C(COC(=O)Cc1ccc2c(c1)OCCO2)Nc1ccc(S(=O)(=O)N2CCCC2)cc1
-3,/,/,2,-15,-5,/,/,/,O=C1C2(CCC13COC(c1ccc(O)cc1)OC3)COC(c1ccc(O)cc1)OC2 (stereo not drawn)
1,108,-9,13,-15,-2,-1,-5,-4,CC(C)(C)c1ccc(OCC(O)CS(=O)(=O)c2ccccn2)cc1 (stereo not drawn)
0,/,/,1,42,-10,/,/,/,C=CCn1c(-c2cccn(Cc3ccc(Cl)cc3Cl)c2=O)n[nH]c1=S
-2,106,/,5,-11,0,-14,/,-15[fluorescence artefact?],O=C(NCc1ccccc1)c1ccco1

Individual results from the list:
`O=C(NCc1ccccc1)c1ccco1` | ERa coact inh = -14
`CCOC(=O)CSc1nnc(CNc2ccc(F)cc2)o1` | ERa coact inh = 5
`O=C(COC(=O)Cc1ccc2c(c1)OCCO2)Nc1ccc(S(=O)(=O)N2CCCC2)cc1` | Mac1 fbg enh = -2
`O=C1C2(CCC13COC(c1ccc(O)cc1)OC3)COC(c1ccc(O)cc1)OC2` (stereo not drawn) | FAK inh = -3

Additional results follow:
FAK inh,ERa SRC1 pot,CD11b adhes inh,HIV Rev-RRE inh,PLK1 PBD inh,PLK1 kinase inh,ERa coact inh,Mac1 fbg enh,ERb SRC1 inh,smiles
2,111,/,0,2,-2,-5,/,-1,CC(=O)Nc1sc2c(c1C#N)CCCCC2
0,145,12,1,-26,2,-1,-2,-1,CC1CCN(S(=O)(=O)c2cccc(S(=O)(=O)N3CCOCC3)c2)CC1
1,131,6,0,7,-2,-18,-2,-4,Cc1nc2ccc(S(=O)(=O)NCC(=O)N3CCCC(C)C3)cc2s1 (stereo not drawn)
5,/,/,4,-8,-10,/,/,/,S=C(N/N=C/c1ccccc1Cl)Nc1ccccc1
0,/,-2,6,12,-13,/,5,/,CC(C)c1ccc(N2CCN(C(=O)c3ccccc3NC(=O)/C=C\C(=O)O)CC2)cc1
-2,74,-8,0,25,68*,21,2,8[fluorescence artefact?],COc1cccc(-n2c(SCC(N)=O)nnc2-c2c[nH]c3ccccc23)c1
1,84,0,-3,37,-10,13,-4,16,CC12CCC(C(=O)N3CCN(Cc4ccccc4)CC3)(OC1=O)C2(C)C (stereo not drawn)
1,107,2,16,-31,-10,1,-4,11,O=C1C2CC=C(Cl)CC2C(=O)N1CC1Cc2ccccc2CO1 (stereo not drawn)
-5,105,/,12,-10,-5,-1,/,-10,N#CC(C(=O)NC1CC1)c1nc2ccccc2nc1N1CCN(C/C=C/c2ccccc2)CC1 (stereo not drawn)
-1,/,/,1,-3,-10,/,/,/,CC(=O)Nc1ccc(NCN2C(=O)C3C4CCC(C4)C3C2=O)cc1 (stereo not drawn)
/,135,-16,/,/,/,10,4,-7,CCOC(=O)C1CCCN(Cc2ccccc2F)C1 (stereo not drawn)
2,99,-1,6,18,5,5,-2,-9,COc1ccc(C(=O)NCCc2nnc(SCC(=O)Nc3ccccc3C(C)C)n2C)cc1
3,121,-6,4,-10,-33,13,-1,1,COc1ccccc1NC(=O)COc1ccc(Br)cc1CO
-5,87[fluorescence artefact?],6,2,21,-15,68*,-3,39,COc1cccc(/C=C2\N=C(c3c(-c4ccccc4)noc3C)OC2=O)c1OC
2,105,0,-5,-5,-8,-7,-2,-5[fluorescence artefact?],Cc1nnc(NC(=O)CSc2nccn2-c2cccc(C)c2C)s1
2,115,-6,-2,11,-4,-2,-2,-3,CC(C)NC(=O)CCCc1cn(C)c2ccccc12
/,89,10,/,/,/,-4,-1,5,Cc1ccn2cc(-c3ccc(S(=O)(=O)N4CCOCC4)cc3)nc2c1
-1,/,2,6,12,-12,/,4,/,CCC(C)(C)C1CCC(=NNC(=O)c2ccoc2C)CC1 (stereo not drawn)
/,113,10,/,/,/,-1,0,-6,Cc1ccc2[nH]c3c(c2c1)CN(C(=O)CN1CCN(c2ccccn2)CC1)CC3
/,109,2,/,/,/,6,1,-3,Cc1cc(Nc2ccc(F)c(Cl)c2)n2ncnc2n1
/,101,-2,/,/,/,3,0,1,COc1cccc2cc(C(=O)OC3CCN(C)CC3)c(=O)oc12
41*,/,/,4,13,54*,/,/,/,Cc1n[nH]c(C)c1N=Nc1cc(Cl)ccc1Cl
4,/,/,8,1,-13,/,/,/,COc1ccc(NC(=S)NN2CCN(C)CC2)cc1
5,/,8,14,-8,-15,/,-6,/,CCOc1cc(/C=N/O)ccc1OS(=O)(=O)c1ccc(C)cc1
7,/,/,11,25,-9,/,/,/,Cc1ccc(NC(=O)C[n+]2ccccc2)cc1[N+](=O)[O-]
2,101,1,5,-7,-1,4,7,2[fluorescence artefact?],O=C(CCCNS(=O)(=O)c1cccc2nsnc12)NCc1ccc(Cl)cc1
-2,110,-41,11,9,-11,-1,-2,-4[fluorescence artefact?],COc1cccc(NC(=O)N(CCCN2CCOCC2)C(C)c2cc3cccc(OC)c3o2)c1 (stereo not drawn)
-1,48,-12,-2,0,-5,-4,-5,-8,CCCNc1cc(C)oc(=O)c1C(=O)CCC
/,106,-4,/,/,/,-3,2,4,CSC1=C(C#N)C(c2ccccc2Cl)C2=C(CCCC2=O)N1 (stereo not drawn)
-1,112[fluorescence artefact?],-20,12,5,-8,-11,-1,-5,C=CCN1C(=O)C(Cc2ccc(OCC)cc2)S/C1=N\N=C\c1cccs1 (stereo not drawn)
-2,120,9,8,-16,-9,5,-1,-9,O=C(Nc1ccc2c(c1)OCCO2)C1CCN(S(=O)(=O)c2ccc(Br)s2)CC1
-1,103,-13,6,0,-9,-4[fluorescence artefact?],-3,4[fluorescence artefact?],O=C(NC(Cc1ccccc1)C(=O)O)c1ccc(S(=O)(=O)N2CCCCC2)cc1 (stereo not drawn)
-8,126,1,5,12,-8,-11,-5,4,COc1ccccc1NC(=O)CSc1nnc(-c2ccccn2)n1Cc1ccco1
0,263*[fluorescence artefact?],-25,5,-10,-10,-2,0,-10,Cc1onc(-c2ccccc2Cl)c1C(=O)Nc1cccc2nsnc12
0,/,/,1,37,-3,/,/,/,NC(=O)c1ccc(NCc2ccco2)c([N+](=O)[O-])c1
-3,/,-30,2,19,-19,/,-3,/,O=C(O)c1ccc(C2CCCCC2)cn1
-1,/,-5,7,0,-5,/,-5,/,CCC(C)NC(=O)CSc1ccc(NC(C)=O)cc1 (stereo not drawn)
5,116,6,10,6,5,5[fluorescence artefact?],12,-8[fluorescence artefact?],Cc1noc(C(=O)NCc2ccccc2)c1Cl
2,/,-2,0,-15,-17,/,-4,/,Cc1cccc(NC(=S)NNC(=O)c2ccc(Br)o2)c1
5,/,/,7,29,-20,/,/,/,COc1ccc(-c2nsc3c(SCC(=O)Nc4cc(C)ccc4C)ncnc23)cc1
-1,97,4,-3,-15,-5,-6,-4,-1,COc1ccc(Nc2nc(C)c3ccccc3n2)cc1
3,113,-4,6,-11,-6,-2,18,3,Cc1cccc(N2CCN(Cc3c(C)n(C)n(-c4ccccc4)c3=O)CC2)c1C
6,102,/,4,-8,-5,-2,/,-1,CN(c1ccc(C(=O)NCC2CCCO2)cc1)S(=O)(=O)c1ccccc1 (stereo not drawn)
3,111,8,6,-11,-10,-2,-2,-6,CCOc1cc(-c2noc(CCC(=O)N3CCOCC3)n2)ccc1OC
-2,112,-10,3,10,-15,-4,2,1,CC1(C)CC(=O)CC(=Nc2ccc(C(=O)O)cc2)C1
